From PubChem
hIAP act – human IAP activators, primary screen, biochemical, luminescence, uHTS. purified human IAP, CDP-Star luminescence, 30 min; active compounds read high; 1 = vehicle-only enzyme, 0 = enzyme-free background. activation factor at 10 µM. 330,000 compounds, 0.16% hits. AID 2524, 2010;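 active means activation factor of the enzyme at least 2-fold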; further: the source names both 10 and 20 µM as test concentration; values of inactives mirror those of a sister screen read the other way
Target sequence (P09923 whole entry, looked up): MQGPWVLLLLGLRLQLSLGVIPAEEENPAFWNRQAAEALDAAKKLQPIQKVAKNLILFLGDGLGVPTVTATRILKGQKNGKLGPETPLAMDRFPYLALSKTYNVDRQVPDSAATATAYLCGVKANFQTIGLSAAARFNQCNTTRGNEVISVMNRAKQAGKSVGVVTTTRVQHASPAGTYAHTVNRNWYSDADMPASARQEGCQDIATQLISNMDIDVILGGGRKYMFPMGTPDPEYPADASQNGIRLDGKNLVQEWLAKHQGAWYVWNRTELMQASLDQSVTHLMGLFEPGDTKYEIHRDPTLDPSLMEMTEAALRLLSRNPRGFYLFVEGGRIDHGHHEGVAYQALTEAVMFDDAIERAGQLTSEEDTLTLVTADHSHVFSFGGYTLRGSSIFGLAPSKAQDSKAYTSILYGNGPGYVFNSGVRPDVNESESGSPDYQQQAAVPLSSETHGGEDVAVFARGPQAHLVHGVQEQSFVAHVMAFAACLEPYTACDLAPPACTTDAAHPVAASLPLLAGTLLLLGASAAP
MPTP inh – mitochondrial permeability transition pore inhibitors, primary screen, biochemical, isolated mouse mitochondria, absorbance | 360,000 compounds, 1.4% hits | inhibition, % at 10 µM | Ca2+ swelling absorbance, 30 min;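 active means inhibition of 50% or more, scaled per plate between neutral and stimulator controls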;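 further: 0% = DMSO wells given calcium and 100% = 1 mM EGTA wells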
SENP1 FRET inh – human SENP1 catalytic domain inhibitors, primary screen, biochemical, FRET, uHTS | Sentrin-specific protease 1 (Homo sapiens), Q9P0U3 | recombinant SENP1 catalytic domain, CyPet-SUMO1-YPet FRET cleavage | inhibition, % at 10 µM | 360,000 compounds, 0.21% hits | AID 624204, 2012;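 active means inhibition at least 30% at 10 µM, raw YFP signal under a set limit, fluorescence ratio 0.5 to 1.5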;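 further: 0% = enzyme with DMSO and 100% = no enzyme wells; some results filed as inactive read as strong as hits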
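material = recombinant human SENP1 catalytic domain, His6-tagged | quantity = 20 pM enzyme | reagent = 25 nM SUMO1 FRET substrate | compound dosing = 10 µM single point, 0.5% DMSO | timing = 50 min enzyme reaction, room temperature, light-protected | detection = FRET, CFP and YFP emission | control set = no-enzyme low, enzyme-DMSO high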
SENP8 block – human SENP8 protease inhibitors, primary screen, biochemical, fluorescence, Nedd8 protein substrate, uHTS; Sentrin-specific protease 8 (Homo sapiens), Q96LD8; recombinant SENP8; inhibition, % at 20 µM; 360,000 compounds, 0.64% hits; AID 602440, 2012; in the data active means inhibition mostly above about 40%, no sharp cut-off; inactive means mostly below about 27%
NR3A LBD binder – binders of NR3A ligand-binding domain, primary screen, biophysical, differential scanning fluorimetry, uHTS; Glutamate receptor ionotropic, NMDA 3A (GRIN3A) ligand-binding domain; NR3A LBD differential scanning fluorimetry, Tm shift; 0% = protein alone, 100% = glycine-bound protein; Tm shift relative to glycine control, % at 25 µM; 340,000 compounds, 2.5% hits;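 active means melting temperature shift of at least 10% of the positive control shift, at one fixed dose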
ATG4B inh – ATG4B protease inhibitors, primary screen, biochemical, fluorescence, uHTS; Cysteine protease ATG4B (Homo sapiens), Q9Y4P1; ATG4B cleavage of LC3-PLA2, NBD-HPC fluorescence, 1 h; inhibition, % at 8.33 µM; 340,000 compounds, 0.51% hits; AID 504462, 2011; in the data active means inhibition above about 40%
Target sequence (Q9Y4P1 whole entry, looked up): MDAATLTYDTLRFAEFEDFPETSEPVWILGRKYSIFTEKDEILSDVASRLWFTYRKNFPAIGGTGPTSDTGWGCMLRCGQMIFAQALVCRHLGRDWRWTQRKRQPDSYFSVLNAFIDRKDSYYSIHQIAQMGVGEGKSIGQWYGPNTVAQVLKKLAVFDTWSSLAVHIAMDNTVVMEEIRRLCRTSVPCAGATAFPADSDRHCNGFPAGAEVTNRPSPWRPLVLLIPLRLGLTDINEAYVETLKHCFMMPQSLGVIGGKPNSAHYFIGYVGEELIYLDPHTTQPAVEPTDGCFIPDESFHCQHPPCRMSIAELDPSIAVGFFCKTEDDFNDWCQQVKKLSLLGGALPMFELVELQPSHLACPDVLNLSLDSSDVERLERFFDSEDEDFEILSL
SENP6 block – SENP6 protease inhibitors, primary screen, biochemical, luminescence, uHTS | Recombinant SENP6 catalytic domain, aminoluciferin luminescence | inhibition, % at 10 µM | 330,000 compounds, 1.8% hits | AID 2599, 2010;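 active means inhibition above about 50% at the single tested dose, limit read from the data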;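 further: plate controls were DMSO wells with enzyme for no effect and DMSO wells lacking enzyme for full effect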
PfG6PD inh – PfG6PD enzyme inhibitors, primary screen, biochemical, fluorescence intensity, uHTS. PfGluPho enzyme, NADPH resazurin-diaphorase fluorescence. inhibition, % at 20 µM. 350,000 compounds, 0.78% hits. glucose-6-phosphate dehydrogenase-6-phosphogluconolactonase (Plasmodium falciparum 3D7);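 active means inhibition reaching at least a set limit at 20 µM in the primary screen, cut at about 59% in these data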;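 further: 0% = DMSO wells with substrate and 100% = DMSO wells lacking glucose-6-phosphate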
Numbers without * were called inactive; . = no result given.

Screens in order – hIAP act | MPTP inh | SENP1 FRET inh | SENP8 block | NR3A LBD binder | ATG4B inh | SENP6 block | PfG6PD inh
[1] COc1cccc(-c2csc(N3CCN(C(=O)C4CCCCC4)CC3)n2)c1
    1.8 | -2.1 | -3 | -5 | 3 | 4 | 4 | 19
[2] COc1ccc(C/C(N)=N/OC(=O)c2ccco2)cc1OC
    1.1 | -1.4 | 2 | 13 | -2 | 3 | -14 | 2
[3] S=C(NC1CC1)N1CCc2ccccc2C1
    0.88 | -0.9 | 2 | 18 | -1 | -2 | -14 | 0
[4] CCOc1ccc(NC(=O)NC2CCS(=O)(=O)C2)cc1 (stereo not given)
    1.2 | 1.8 | 0 | 17 | 1 | -11 | -16 | 16
[5] Cc1ccc(S(=O)(=O)N2CCN(Cc3cc(C(C)(C)C)ccc3O)CC2)cc1
    1.2 | 2.0 | 1 | 9 | 1 | -3 | -1 | 20
[6] COc1ccc(C2(OC)Oc3cc(OC)ccc3C(=O)C2(O)OC)cc1 (stereo not given)
    . | 1.2 | 2 | 6 | -2 | 11 | . | 1
[7] Cn1c(SCc2ccccn2)nnc1-c1ccccc1
    0.96 | 0.8 | 1 | -1 | 3 | -3 | 12 | -14
[8] CC(=O)Nc1cccc(NC(=O)NC2CC(=O)N(c3ccc4c(c3)OCCO4)C2)c1 (stereo not given)
    . | -0.7 | 1 | 12 | . | . | . | 5
[9] COc1cccc(N2CCN(CC(=O)Nc3nc(C)c(C(=O)N(C)C)s3)CC2)c1
    1.3 | -0.5 | -1 | 10 | 1 | -1 | 12 | 9
[10] Cc1ccc(C)n1-c1ccc(N2CCOCC2)cc1
    0.97 | -0.2 | 4 | 7 | -1 | -8 | 4 | 25
[11] COC(=O)C/C(O)=C(/N=Nc1cccc(C(F)(F)F)c1)C(=O)OC
    1 | -0.1 | 0 | 4 | 1 | 0 | -3 | -7
[12] CCCCc1cc(=O)oc2cc(OCC(=O)NCc3ccccn3)ccc12
    0.94 | -1.8 | 1 | -129 | -2 | -4 | 1 | 5
[13] Nc1ccc(OCCCc2c(N)nc(N)nc2N)cc1
    0.94 | 0.0 | 2 | 25 | 1 | 9 | 4 | 8
[14] Oc1ccc(Cc2ccccc2Cl)c(O)c1
    . | 2.9 | 0 | -3 | -7 | -7 | . | 42
[15] Fc1ccc(NC(=S)NCCN2CCOCC2)cc1
    1 | -0.6 | 3 | 10 | -1 | 4 | 9 | 7

Some of these compounds in order of their number in MPTP inh, highest first:
entry	mol	hIAP act	MPTP inh	SENP1 FRET inh	NR3A LBD binder	ATG4B inh	SENP6 block	PfG6PD inh
7	Cn1c(SCc2ccccn2)nnc1-c1ccccc1	0.96	0.8	1	3	-3	12	-14
13	Nc1ccc(OCCCc2c(N)nc(N)nc2N)cc1	0.94	0.0	2	1	9	4	8
2	COc1ccc(C/C(N)=N/OC(=O)c2ccco2)cc1OC	1.1	-1.4	2	-2	3	-14	2
12	CCCCc1cc(=O)oc2cc(OCC(=O)NCc3ccccn3)ccc12	0.94	-1.8	1	-2	-4	1	5

The listing continues.
Screens in order – hIAP act | MPTP inh | SENP1 FRET inh | SENP8 block | NR3A LBD binder | ATG4B inh | SENP6 block | PfG6PD inh
[16] N#Cc1ccc(NC(=O)c2nc(-c3ccccc3)n(-c3ccccc3)n2)cc1
    1.2 | -1.2 | 1 | 30 | 5 | -9 | -33 | -3
[17] O=c1cc(CSc2nnc(Nc3ccccc3)s2)nc2sccn12
    1.1 | -1.9 | 4 | -4 | 0 | -4 | -9 | 41
[18] COc1ccc(NC(=O)CSc2ccc(-c3sc(C)nc3C)nn2)cc1OC
    0.85 | -1.8 | 0 | 8 | -1 | -7 | 2 | 11
[19] CC(C)(C)C(=O)Nc1nnc(Cc2ccccc2)s1
    0.83 | -0.1 | 3 | 12 | 0 | -5 | 0 | 2
[20] CCN1CCN(CC(=O)Nc2nc3ccc(OC)cc3s2)CC1
    0.91 | 2.3 | 3 | 17 | 3 | -5 | -11 | -16
[21] COc1ccc(OCC(=O)N/N=C(\C)c2ccc(OC)cc2)cc1
    1 | 0.7 | 2 | -1 | -2 | -8 | 3 | -4
[22] COc1ccc(CN(C(=O)c2cnccn2)C(C(=O)Nc2ccc(F)cc2)c2ccccc2)cc1 (stereo not given)
    1.1 | -3.4 | -1 | 25 | 2 | -10 | -12 | 22
[23] O=C(O)c1c[nH]c2c([N+](=O)[O-])cccc2c1=O
    . | -1.9 | -5 | 6 | 1 | -12 | . | 5
[24] COc1ccc(C)cc1NC(=O)C(=O)NCc1ccncc1
    0.89 | -3.6 | 1 | 3 | 0 | 1 | -13 | -12
[25] CC(=O)c1ccc(N2Cc3ccccc3/C2=N\C(=O)Nc2ccccc2)cc1
    0.82 | -0.8 | 0 | 4 | -2 | -10 | -2 | 0
[26] O=C(COc1ccc(S(=O)(=O)N2CCCC2)cc1)N1CCCC1
    1.1 | -0.2 | -1 | 1 | -2 | 4 | 24 | -2
[27] Cc1ccc(S(=O)(=O)C2(C(=O)N3CCCCC3C)CC2)cc1 (stereo not given)
    0.83 | 0.9 | 2 | 10 | 0 | 3 | -16 | -3
[28] CCC(C)(C)NC(=O)C(c1cccs1)N(CC1CCCO1)C(=O)Cn1nnc2ccccc21 (stereo not given)
    1.2 | -2.8 | 1 | 33 | 0 | -10 | -6 | -22
[29] CC1=C(C(=O)Nc2ccccc2F)C(c2cccs2)C2=C(CCCC2=O)N1 (stereo not given)
    0.95 | 1.7 | -7 | -393 | -1 | -20 | -10 | -4
[30] CCOC(=O)c1cc(-c2ccccc2C)nn1CC1CC(c2ccc(OC)cc2)=NO1 (stereo not given)
    0.91 | 1.5 | 0 | 14 | 0 | -8 | 10 | 16
[31] COc1ccc(-c2noc(CSc3nnc(Cc4ccccc4)n3-c3ccc(Cl)cc3)n2)cc1
    1.1 | 0.4 | 3 | 16 | -4 | 1 | -13 | 10
[32] O=C1NC(=Nc2ccccc2)/C(=C/c2ccco2)S1
    0.98 | 22 | -38 | 10 | -2 | 3 | 4 | 17
[33] COc1ccc2cc(CN(CCCN3CCOCC3)Cc3nnnn3C3CCCC3)c(=O)[nH]c2c1
    1.1 | 0.0 | -55 | -186 | 0 | -10 | 16 | 4
[34] CCOc1ccc(N2C(=O)/C(=C/c3ccc(C)o3)N(C)C2=S)cc1
    0.86 | 4.3 | 28 | 35 | 3 | 4 | -4 | 50
[35] COCC(=O)N/N=C(\C)CC(=O)Nc1ccccc1C(N)=O
    1.1 | -1.2 | 0 | -191 | 1 | 6 | -1 | -17
[36] CC(C)(C)NC(=O)NC(=O)CN1CCN(c2cccc(Cl)c2)CC1
    1.1 | 2.5 | 1 | 11 | -1 | 18 | -8 | -3
[37] Cc1nnc(SCC(=O)c2c(N)n(C)c(=O)n(C)c2=O)[nH]c1=O
    1.1 | -1.4 | 2 | 19 | 0 | -9 | -9 | 14
[38] Cc1cccc(C(=O)OCC(=O)NC(C)CCc2ccccc2)c1O (stereo not given)
    0.87 | 1.8 | 1 | 1 | -1 | 0 | 9 | 6
[39] O=C1CCCN1c1ccc(S(=O)(=O)Nc2ccc3c(c2)OCCO3)cc1
    1.1 | 5.3 | 0 | 3 | 0 | 0 | 1 | -8
[40] COC(=O)c1sccc1N/N=C/c1cccc(OC)c1O
    0.99 | 1.1 | -3 | -402 | 3 | -12 | 94* | 4
[41] CCOC(=O)C1CCN(C(=O)c2cc3c(-c4ccc(OC)c(OC)c4)nn(C)c3s2)CC1
    0.88 | -1.0 | 2 | -404 | -2 | -26 | -4 | 12
[42] CCC(C)(NC(=O)Cc1c[nH]c2ccccc12)C(=O)NC1CCCCC1 (stereo not given)
    1 | 0.6 | -2 | 8 | -13 | 5 | 0 | -12
[43] C=CCn1cccc(C(=O)Nc2ccc(SC)cc2)c1=O
    0.91 | 3.8 | 2 | -11 | -1 | -15 | 13 | 11
[44] CCOc1ccc(N(Cc2cc3ccc(C)cc3[nH]c2=O)S(C)(=O)=O)cc1
    1.1 | -2.2 | -4 | -23 | -2 | -5 | -14 | 2
[45] CC(C)(C)n1ncc2c(=O)n(CC(=O)N3CCCCCC3)cnc21
    0.82 | -8.2 | -1 | 30 | 0 | 1 | -15 | -12
[46] COc1ccc(C2NC(c3ccc(OC)cc3OC)C(C)C(=O)C2C)c(OC)c1 (stereo not given)
    1.2 | -2.4 | 1 | 0 | -2 | -9 | 18 | -6
[47] CC(C)OC(=O)CN1C(=O)C(C)(C)Oc2ccc(C(=O)NC(C)(C)C)cc21
    0.86 | 0.9 | -3 | -6 | 1 | 6 | 7 | 7
[48] Cc1ccc(CN(c2ccc(C(=O)NCc3ccccn3)cc2)S(C)(=O)=O)cc1
    1 | -2.7 | 3 | 8 | 2 | -4 | 0 | -4
[49] Cc1nc(-c2ccc(F)cc2)c(CC(=O)Nc2ccc(C)c(S(=O)(=O)N3CCOCC3)c2)s1
    1 | 0.4 | -4 | 13 | 0 | -14 | -2 | 16
[50] CCC1(CC)NC(=O)N(CC(=O)OCC(=O)Nc2ncc(Cl)cc2Cl)C1=O
    1.1 | -0.4 | -2 | -1 | 0 | -4 | -4 | 12
[51] COc1cccc(C(=O)Nc2nnc(-c3ccc(Cl)cc3)o2)c1
    1 | -23 | -1 | 8 | -8 | -8 | 16 | 4
[52] COc1cccc(-c2nnn(CC(=O)O)n2)c1
    0.85 | -0.2 | 2 | 21 | 2 | 3 | -18 | -6
[53] CC(C)(C)OC(=O)N1CCC(C(=O)Nc2ccc(C(=O)NCc3ccccc3)cc2)CC1
    . | 1.0 | 1 | 2 | -3 | 0 | . | -14
[54] CC1(c2ccc(Cl)cc2)NC(=O)CS1 (stereo not given)
    1.1 | -0.3 | 0 | 8 | -2 | -7 | -8 | 1
[55] COCCNC(=O)C1CCCN(S(=O)(=O)c2ccc3c(c2)CC(C)N3C(=O)C2CC2)C1 (stereo not given)
    0.92 | 2.0 | 0 | 10 | 0 | 6 | -13 | -20
[56] CC(C)C(C(=O)NCC1CCCO1)N(C(=O)CNS(=O)(=O)c1ccc(F)cc1)c1ccccc1 (stereo not given)
    1 | 1.3 | 0 | 3 | 2 | -5 | 0 | -4
[57] Nc1nc(SCC(=O)Nc2cc(Cl)c(Cl)cc2Cl)n[nH]1
    1.3 | 0.1 | -1 | -4 | -6 | -10 | 2 | 0
[58] CCOC(=O)c1c(C)[nH]c(C)c1S(=O)(=O)NCCc1ccc(SC)cc1
    1.2 | -0.4 | -1 | 2 | 2 | -5 | 11 | -18
[59] Cc1ccc(C(=O)N/C(=C\c2ccco2)C(=O)NCCc2c[nH]c3ccccc23)cc1
    0.94 | -1.2 | -6 | 0 | -2 | -12 | -11 | -3
[60] CC[C@@]12C(=O)N(c3ccc(OC)cc3)C(=O)N1[C@H](c1cccc(C)c1)[C@@H]1C(=O)N(Cc3ccccc3)C(=O)[C@@H]12
    0.85 | -0.7 | 3 | 7 | -1 | -13 | 0 | 8
[61] COC(=O)COc1cccc(NC(=O)c2cccs2)c1
    0.96 | -0.2 | 1 | 14 | 4 | -11 | -4 | 6
[62] O=C(NNC(=O)c1ccccc1Cl)c1ccncc1
    1 | -0.8 | 2 | 9 | -8 | 6 | -20 | -20
[63] C/C(=N\NC(=O)COc1ccccc1)c1ccc(O)cc1
    1.2 | -1.2 | 1 | 0 | 13* | 10 | -13 | -10
